SR-BI uptake up – SR-BI HDL lipid transfer activation; CHO ldlA[mSR-BI] cells, DiI-HDL uptake fluorescence, 3 h; 100 = double the neutral-control signal; activation, % at 12.5 µM; actives 0.096% (n = 320,000); AID 504775;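 active means mean replicate activation of at least 60% and every replicate at or above 60%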;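 further: 0% = median plate neutral-control signal and 100% = twice that signal; values of inactives mirror those of a sister screen read the other way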
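Material: SR-BI-overexpressing, LDLR-lacking CHO cells; schedule: compound exposure 3 h, 37 °C; reagent: DiI-labelled HDL at 10 µg/mL final; technique: bottom-read fluorescence, 550/595 nm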
NSD2 inh – NSD2 (human) methyltransferase inhibition. O96028. NSD2 peptide methylation, AlphaScreen, 120 min. inhibition, % at 12.5 µM. actives 0.54% (n = 310,000). AID 743445; in the data active means inhibition above about 50%
MITF act – MITF TRPM1 promoter activation in melanoma cells. SK-MEL-5 TRPM1-promoter luciferase, 24 h; % of positive control, neutral wells = 0. activation, % at 12.5 µM. actives 0.75% (n = 300,000);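 active means mean activation of at least 80% with every replicate also reaching 80%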;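 further: 0% = neutral control wells and 100% = parthenolide positive control wells; values of inactives mirror those of a sister screen read the other way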
SR-BI HDL uptake – blocks mouse SR-BI lipid uptake from DiI-HDL; ldlA[mSR-BI] CHO cells, DiI-HDL uptake fluorescence, 3 h; inhibition, % at 12.5 µM; actives 0.96% (n = 320,000); AID 488896;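 active means mean replicate inhibition of at least 70% and a set share of replicates each scoring 70 or more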;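 further: 0% = median of neutral control wells and 100% = median of positive control wells; values of inactives mirror those of a sister screen read the other way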
Target sequence (Q61009 whole entry, looked up): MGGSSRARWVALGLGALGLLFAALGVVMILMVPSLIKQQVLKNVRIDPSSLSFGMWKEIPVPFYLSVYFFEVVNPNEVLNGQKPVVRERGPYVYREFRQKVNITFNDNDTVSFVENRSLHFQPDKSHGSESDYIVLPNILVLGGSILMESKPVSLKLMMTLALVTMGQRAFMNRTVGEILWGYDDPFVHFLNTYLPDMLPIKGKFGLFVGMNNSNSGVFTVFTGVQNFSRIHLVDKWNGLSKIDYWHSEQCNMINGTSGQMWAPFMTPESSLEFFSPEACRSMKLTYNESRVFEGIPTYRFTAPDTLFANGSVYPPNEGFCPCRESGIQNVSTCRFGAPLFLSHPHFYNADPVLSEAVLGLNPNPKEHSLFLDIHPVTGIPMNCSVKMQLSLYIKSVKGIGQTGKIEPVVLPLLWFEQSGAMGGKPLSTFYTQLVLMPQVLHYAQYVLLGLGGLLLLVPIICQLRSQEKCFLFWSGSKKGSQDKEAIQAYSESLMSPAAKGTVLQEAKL
CAL PDZ FP-1 – CAL PDZ (human) peptide binding inhibition; Q9HD26; purified CAL PDZ, TMR-peptide fluorescence polarization, 1 h; inhibition, % at 24.9 µM; actives 0.92% (n = 300,000); AID 602252;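 active means mean inhibition of at least 30% with at least half of replicates also reaching 30%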;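 further: 0% = DMSO neutral control and 100% = excess unlabeled competitor peptide PRC23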
Rtt109 Vps75 – blocks Candida albicans Rtt109/Vps75 acetyltransferase activity; Q5AAJ8; purified Rtt109/Vps75, ThioGlo CoA-SH fluorescence, 4 h; inhibition, % at 34.9 µM; actives 0.16% (n = 330,000); AID 540336;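 active means inhibition of at least 50% in every replicate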
Target sequence (Q5AAJ8 whole entry, looked up): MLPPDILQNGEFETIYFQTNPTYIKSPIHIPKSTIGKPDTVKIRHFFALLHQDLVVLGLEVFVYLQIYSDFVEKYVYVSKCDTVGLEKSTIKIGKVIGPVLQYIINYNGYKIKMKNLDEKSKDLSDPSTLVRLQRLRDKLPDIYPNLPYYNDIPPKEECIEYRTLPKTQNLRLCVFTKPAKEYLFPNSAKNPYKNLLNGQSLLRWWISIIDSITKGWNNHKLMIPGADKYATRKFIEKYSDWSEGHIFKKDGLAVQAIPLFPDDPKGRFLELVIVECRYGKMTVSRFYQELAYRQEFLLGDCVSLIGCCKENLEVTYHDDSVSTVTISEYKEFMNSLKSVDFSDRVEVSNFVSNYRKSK
PfHsp90 yeast 2 – growth inhibition of yeast expressing Plasmodium Hsp90 | S. cerevisiae expressing PfHsp90, BacTiter-Glo ATP, 48 h; yeast lacking PDR1 and PDR3 efflux regulators | inhibition, % at 9.4 µM | actives 0.32% (n = 310,000) | AID 504621;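 active means every replicate shows inhibition above about 80%, whatever the replicate mean, limit read from the data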;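 further: 0% = DMSO neutral controls and 100% = 20 µM radicicol positive controls; yeast relying on Plasmodium falciparum Hsp90 in place of its own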
CAL PDZ FP-2 – human CAL PDZ-peptide interaction inhibition | Q9HD26 | purified CAL PDZ, TMR-peptide fluorescence polarization, 1 h | inhibition, % at 20 µM | actives 0.02% (n = 330,000) | AID 504414;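 active means highest replicate inhibition of at least 40%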;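 further: plate controls were DMSO neutral control wells for no effect and unlabeled competitor peptide control wells for full effect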
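Assay system – tagged CAL PDZ protein CerCALP, purified · Timing – 1 h at RT · Compound – single point, 20 µM · Measured by – fluorescence polarization from S- and P-plane intensities, G-factor corrected · Evaluation – inhibition from polarization loss · Probe or stimulus – TMR reporter peptide T*-PRC34 · Buffer or medium – pH 7.4 phosphate-saline buffer, reducing agent, detergent, IgG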
dFosB act – enhances mouse delta FosB homodimer DNA binding; P13346; purified delta FosB, TAMRA-CDK5 oligo fluorescence polarization; percent of positive-control signal above neutral wells; activation, % at 25 µM; actives 0.99% (n = 340,000); AID 493131;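 active means mean activation above about 17%, with every replicate also reaching it, limit read from the data, passing the limit was not always enough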;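 further: fluorescence polarization rise as delta FosB binds a TAMRA Cdk5 AP-1 oligo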
PvdQ inh – blocks Pseudomonas aeruginosa PvdQ acylase activity. purified PvdQ acylase, fluorescence plate reader. inhibition, % at 10 µM. actives 0.063% (n = 340,000); in the data active means inhibition above about 30%, passing the limit was not always enough;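 further: 0% = vehicle neutral wells and 100% = reference inhibitor wells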
The depositor's hits bear a star; nt = not tested or not shown.

cpd	Structure	SR-BI uptake up	NSD2 inh	MITF act	SR-BI HDL uptake	CAL PDZ FP-1	Rtt109 Vps75	PfHsp90 yeast 2	CAL PDZ FP-2	dFosB act	PvdQ inh
1	CC1CC(C)CN(CC(=O)Nc2ccc3c(c2)OCCO3)C1 (configuration not stated)	4	-2	72	-4	-5	-4	-24	-0.8	-5	-9
2	COc1ccc(CC(=O)Oc2ccccc2C)cc1	-7	-11	nt	7	15	5	-11	-0.2	-4	-2
3	Cc1nc([N+](=O)[O-])c(Br)n1CC(=O)c1cccc([N+](=O)[O-])c1	15	18	-18	-15	1	-1	-7	-1.2	8	-4
4	O=C(Cc1ccccc1)N/N=C/c1cccc([N+](=O)[O-])c1	20	0	5	-20	-2	2	-3	-2.6	3	-11
5	COc1ccc(-n2nnnc2CNC(=O)C(=O)c2c(C)[nH]c3ccccc23)cc1	-20	-1	-13	20	nt	7	-26	-0.5	5	-9
6	O=[N+]([O-])c1cc(Br)c(O)c(C=Nc2ccc(N3CCOCC3)cc2)c1	-12	3	9	12	3	10	3	0.1	-6	-10
7	NS(=O)(=O)c1cccc(NC(=O)CSc2nnc(-c3ccccc3F)n2C2CC2)c1	-2	1	-7	2	-9	-9	-4	-6.4	-12	-3
8	O=C(O)C1CCCCC1C(=O)NCc1ccc2c(c1)OCO2 (configuration not stated)	3	-4	7	-3	0	-6	13	0.3	6	-5
9	COC(=O)Cn1c(SCc2ccccc2)nc2ccccc21	-11	-3	41	11	-1	0	15	-0.2	-6	2
10	CCOC(=O)c1c(NC(=O)CN2C(=O)CN(C)C2=O)sc(C)c1C	-4	-1	-6	4	7	-10	-45	-0.4	-8	-9
11	CCOC(=O)CN1CC23C=CC(O2)C(C(=O)Nc2cc(OC)ccc2OC)C3C1=O (configuration not stated)	3	nt	7	-3	-4	-6	-39	0.1	-2	-2
12	N#Cc1ccc(Oc2ncccn2)cc1	7	0	-3	-7	-4	-11	6	-0.5	5	-6
13	O=C(Cc1cccc([N+](=O)[O-])c1)Nc1ccc(C(=O)N2CCCCC2)cc1	-59	nt	7	59	0	-1	43	-1.8	-2	-13
14	CCOc1ccc(-n2ccnc2SCC(=O)Nc2nnc(C)s2)cc1	17	2	-3	-17	0	-6	45	0.0	-5	-2
15	CN(CC(=O)Nc1ccc(Cl)cc1)C(=O)c1ccc(COc2ccccc2)cc1	-18	-1	2	18	-1	-10	nt	0.3	-2	-20
16	COC(=O)C1CCN(C(=O)COC(=O)COc2ccc(C#N)cc2)CC1	15	-1	3	-15	0	5	nt	-0.2	-3	10
17	N#Cc1ccc(C(=O)OCC(=O)N2CCCC2)cc1	nt	-2	7	nt	2	-3	14	-2.7	-5	-4
18	COc1ccc(-c2noc(C(=O)NCc3ccc(F)cc3)n2)cc1OC	-9	-1	-1	9	-2	-7	3	-1.6	-14	15
19	NC(=O)c1cc2cc(Br)ccc2o/c1=N/NC(=O)c1cccc(F)c1	-16	-2	2	16	0	2	-15	-0.3	-3	-16
20	O=C(OCC(=O)N1CCOCC1)c1cc2ccccc2oc1=O	21	-3	-8	-21	nt	-5	3	-0.5	0	-14
21	CC1=CC(C)C(COC(=O)CN2CCCCC2)C(C)C1 (configuration not stated)	-2	3	-9	2	-4	-12	12	-0.7	13	0
22	COc1ccc(CCNC(=O)c2ccc(Cl)c(S(=O)(=O)N(C)c3ccccc3)c2)cc1	-8	-5	-3	8	nt	2	-5	0.0	-2	-17
23	O=C(C1=C[C@@H](c2coc3ccccc3c2=O)C[C@@H](OCc2ccc(CO)cc2)O1)N1CCOCC1	30	nt	nt	-30	-2	15	-10	-0.7	-4	2
24	O=[N+]([O-])c1cccc(COc2cccc(CN3CCOCC3)c2)c1	2	nt	9	-2	-7	0	-2	-0.3	-4	-13
25	Cc1ccc(N=C2SC(C(=O)Nc3ccc(OC(F)(F)F)cc3)C(N)=C2C(=O)Nc2c(C)cc(C)cc2C)cc1 (configuration not stated)	nt	nt	-19	nt	-3	3	-12	-0.4	9	-17

Later entries:
cpd	Structure	SR-BI uptake up	NSD2 inh	MITF act	SR-BI HDL uptake	CAL PDZ FP-1	Rtt109 Vps75	PfHsp90 yeast 2	CAL PDZ FP-2	dFosB act	PvdQ inh
26	CCOC(=O)c1cccc(NC(=O)CN2CCN(c3ccc(OC)cc3)CC2)c1	-19	7	nt	19	-1	2	-33	-1.4	-5	6
27	COC(=O)c1cc(NS(=O)(=O)c2ccc(N3CCOCC3)c(NC(C)=O)c2)cc(C(=O)OC)c1	2	-3	-6	-2	-1	0	-19	-2.4	-10	-10
28	CC(=O)N/C(=C\c1ccccc1)C(=O)OCC(=O)c1c(N)n(C)c(=O)n(C)c1=O	46	0	30	-46	1	-7	-12	-2.1	1	-13
29	CCOC(=O)CCn1cc(F)c(=O)n(Cc2ccccc2)c1=O	35	-5	nt	-35	-1	3	10	1.2	-4	-17
30	Cc1ccc(N2CCN(C3=NC(=O)C(Cc4ccccc4)S3)CC2)cc1 (configuration not stated)	-27	17	-5	27	-2	-3	-14	-1.7	-4	-3
31	CCOC(=O)CN1CC23C=CC(O2)C(C(=O)NCc2cccs2)C3C1=O (configuration not stated)	12	-6	-10	-12	-2	-6	-13	-0.6	6	-7
32	CCN(CC)CCN(CC)Cc1ccccc1Br	-6	3	3	6	-7	-6	10	nt	1	-22
33	Cc1cccn2c(=O)c(/C=N/O)c(N3CCOCC3)nc12	10	-2	-2	-10	-8	24	-29	-0.5	-4	-4
34	COc1ccc([N+](=O)[O-])cc1NC(=O)N(C)Cc1ccco1	-39	1	-14	39	-4	3	-6	-0.4	-6	-10
35	O=C(CN1C(=O)COc2ccccc21)NCCCN1CCOCC1	nt	-5	-10	nt	-3	2	3	-2.2	-4	-1
36	CSc1ccccc1NC(=O)CSc1nnc(CNC(=O)c2ccccc2F)n1C	nt	2	3	nt	20	-2	-9	-3.5	-3	-6
37	COc1cccc(N2CCN(CC(=O)Nc3ccc(SC(F)F)cc3)CC2)c1	14	0	-12	-14	-1	5	-3	-2.9	-13	-12
38	Cc1ccc(NC(=O)CC2SC(=NCC3CCCO3)NC2=O)cc1Cl (configuration not stated)	14	5	-5	-14	0	6	0	-3.0	-3	-2
39	CCc1c(C)nc(SCC(=O)N2C(C)CCCC2C)[nH]c1=O (configuration not stated)	3	-2	6	-3	3	1	-27	0.8	-3	-14
40	COc1ccc(O)c(-c2nc(N)nc(N)n2)c1	23	nt	71	-23	2	-2	4	1.4	2	-2
41	Cc1sc(NC(=O)c2oc3ccccc3c2C)c(C#N)c1C	-6	-1	13	6	nt	3	10	-1.1	9	-5
42	Cc1cccc2nc(=S)n(C(=O)c3ccco3)n12	0	nt	58	0	-5	-5	16	-0.8	-10	-15
43	CCc1c(C)c2c(C)nn(-c3ccccc3)c2[nH]c1=O	-10	12	-15	10	1	1	1	-0.4	-8	2
44	CCOC(=O)C1C(c2cccs2)NC(=O)N(C)C1(O)C(F)(F)F (configuration not stated)	18	-1	-10	-18	-4	18	-1	-2.4	0	-10
45	CC(C)CN1C(=O)N(c2ccc(Cl)cc2)C(C)(O)CC1(C)C (configuration not stated)	nt	35	4	nt	0	5	8	0.1	-1	-13
46	C=CCn1c(COc2ccc(OC)cc2)nnc1SCn1nnc2ccccc2c1=O	-1	-2	1	1	2	6	-17	-1.0	-4	-16
47	Cc1ccccc1CNC(=O)C(=O)NCC1CCCN1S(=O)(=O)c1ccccc1 (configuration not stated)	-5	-1	-1	5	-1	-5	nt	-2.7	1	3
48	O=C1/C(=C/c2cccnc2)SC(=S)N1CCc1ccccc1	0	-2	nt	0	-9	5	21	0.1	-12	-13
49	CC(C)OC(=O)/C(=C\C=C\c1ccccc1)NC(=O)c1ccccc1	-21	0	3	21	-1	-3	14	-1.1	-6	5
50	O=C(O)c1ccc(Oc2nc3ccccc3s2)cc1	7	-3	64	-7	5	-4	22	-0.4	-4	-15

Ordered by length of the SMILES (high to low): 3 of the compounds above.
cpd	Structure	SR-BI uptake up	NSD2 inh	MITF act	SR-BI HDL uptake	CAL PDZ FP-1	Rtt109 Vps75	PfHsp90 yeast 2	CAL PDZ FP-2	dFosB act	PvdQ inh
30	Cc1ccc(N2CCN(C3=NC(=O)C(Cc4ccccc4)S3)CC2)cc1 (configuration not stated)	-27	17	-5	27	-2	-3	-14	-1.7	-4	-3
34	COc1ccc([N+](=O)[O-])cc1NC(=O)N(C)Cc1ccco1	-39	1	-14	39	-4	3	-6	-0.4	-6	-10
33	Cc1cccn2c(=O)c(/C=N/O)c(N3CCOCC3)nc12	10	-2	-2	-10	-8	24	-29	-0.5	-4	-4

More compounds:
cpd	Structure	SR-BI uptake up	NSD2 inh	MITF act	SR-BI HDL uptake	CAL PDZ FP-1	Rtt109 Vps75	PfHsp90 yeast 2	CAL PDZ FP-2	dFosB act	PvdQ inh
51	COc1ccc(N2CCN(C(=O)C3CCCN(S(=O)(=O)c4ccc(C)cc4)C3)CC2)cc1 (configuration not stated)	16	5	-10	-16	-3	2	-19	-0.5	-10	-17
52	NS(=O)(=O)OCC(Cc1ccccc1)N1C(=O)c2ccccc2C1=O (configuration not stated)	16	nt	0	-16	-3	-4	-7	-0.9	-4	-5
53	COc1cc(-c2nnc3n2N=C(c2ccccc2)CS3)cc(OC)c1OC	-32	0	-3	32	3	-1	-39	-3.4	-13	-1
54	CCCCc1ccc(NC(=O)C(C)CC)cc1 (configuration not stated)	1	-3	41	-1	nt	0	0	-0.7	-6	-6
55	CC(C)COc1ccc(C(=O)OC2CC(C)(C)OCC2CN(C)C)cc1 (configuration not stated)	7	14	9	-7	nt	7	1	-2.2	-3	13
56	CC(C)N(CCCNC(=O)C1CCC(CNS(=O)(=O)c2ccccc2)CC1)Cc1ccccc1 (configuration not stated)	16	1	2	-16	-3	-2	-6	0.2	-5	-4

Compound activity (PubChem BioAssay)
